Compound activity from PubChem.
SKKanGAS inh – SKKanGAS growth inhibition; S. pyogenes SKKanGAS, kanamycin growth, BacTiter-Glo, 6 h; 300,000 tested, 1.3% active; inhibition, % at 7.5 µM;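 active = mean replicate score, as percent of positive control median, at least 50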;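 also: strain carries kanamycin resistance gene driven by streptokinase promoter and grows in 40 µg/ml kanamycin; loss of luminescence reflects streptokinase promoter inhibition or plain growth inhibition; 0% = median of DMSO wells and 100% = positive control at its reference dose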
MrgX1 antagonist – antagonists of human MrgX1 receptor | Q96LB2 | AID 588676 | MRGX1-HEK293 calcium flux, Fluo-4, BAM8-22 antagonism; active compounds read low | B-score at 10 µM | 310,000 tested, 1.3% active;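 active = calcium-response B-score plate-corrected more than 3 library SD below zero, starting fluorescence within 5 deviations, no agonist response on first addition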;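 also: peak minus trough fluorescence over baseline after final BAM8-22 challenge near maximal dose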
TRPC6 act – mouse TRPC6 channel activation. Q61143. HEK293-TRPC6 membrane potential dye fluorescence; active compounds read high. B-score at 10 µM. 310,000 tested, 0.13% active. AID 2550;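 active = B-score of the integrated fluorescence ratio above library mean plus 3 SD, and starting fluorescence ratio within library mean plus 5 SD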;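 also: higher score means more depolarization so channel activation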
TRPC4 block – inhibitors of mouse TRPC4 channel; Q9QUQ5; HEK293 TRPC4beta/mu-opioid, DAMGO-evoked Fluo4 calcium flux; active compounds read low; B-score at 10 µM; 300,000 tested, 0.39% active; AID 2247;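 active = B-score over 3 SD under the library average, no early fluorescence shift, positive overall ratio signal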
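Assay system: HEK293 cells with stable TRPC4beta plus mu-opioid receptor expression; Probe or stimulus: DAMGO in two steps, submaximal then maximal; Dosing: single-point compound dosing; Measured by: Fluo4 calcium-dye fluorescence, kinetic read; Read-out basis: B score from integrated Fluo4 fluorescence ratio.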
MrgX1 ag – activates human MrgX1 receptor signaling | Q96LB2 | MrgX1-HEK293 cells, Fluo-4 calcium fluorescence, agonist mode; active compounds read high | B-score at 10 µM | 310,000 tested, 0.44% active | AID 588627;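 active = calcium response B-score plate-corrected fluorescence ratio at least 3 library SD, with starting fluorescence B-score inside 5 SD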
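Test system: HEK293 cells stably expressing human MrgX1 receptor; amount: 15,000 cells per well; doses: compound delivered in addition one of three; times: overnight plating before 1 h dye loading; detection: Fluo-4 NW calcium-flux fluorescence, kinetic read; read-out basis: B-scored fluorescence response ratio; controls: positive and negative controls per plate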
TMEM16A act – activates or potentiates the mouse TMEM16A chloride channel | Q8BHY3 | HEK293 TMEM16A/YFP-H148Q/I152L, iodide quench fluorescence; active compounds read low | B-score at 10 µM | 340,000 tested, 0.3% active;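 active = fluorescence-ratio B-score plate-corrected deviation score at least 3 library SD below zero, with starting fluorescence score within 5 deviations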;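 also: channel opened by trigger with iodide after compound preincubation; score built on the fluorescence ratio of max minus min over baseline; more negative score means more quench and so TMEM16A activation or potentiation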
Target sequence (Q8BHY3 whole entry, looked up): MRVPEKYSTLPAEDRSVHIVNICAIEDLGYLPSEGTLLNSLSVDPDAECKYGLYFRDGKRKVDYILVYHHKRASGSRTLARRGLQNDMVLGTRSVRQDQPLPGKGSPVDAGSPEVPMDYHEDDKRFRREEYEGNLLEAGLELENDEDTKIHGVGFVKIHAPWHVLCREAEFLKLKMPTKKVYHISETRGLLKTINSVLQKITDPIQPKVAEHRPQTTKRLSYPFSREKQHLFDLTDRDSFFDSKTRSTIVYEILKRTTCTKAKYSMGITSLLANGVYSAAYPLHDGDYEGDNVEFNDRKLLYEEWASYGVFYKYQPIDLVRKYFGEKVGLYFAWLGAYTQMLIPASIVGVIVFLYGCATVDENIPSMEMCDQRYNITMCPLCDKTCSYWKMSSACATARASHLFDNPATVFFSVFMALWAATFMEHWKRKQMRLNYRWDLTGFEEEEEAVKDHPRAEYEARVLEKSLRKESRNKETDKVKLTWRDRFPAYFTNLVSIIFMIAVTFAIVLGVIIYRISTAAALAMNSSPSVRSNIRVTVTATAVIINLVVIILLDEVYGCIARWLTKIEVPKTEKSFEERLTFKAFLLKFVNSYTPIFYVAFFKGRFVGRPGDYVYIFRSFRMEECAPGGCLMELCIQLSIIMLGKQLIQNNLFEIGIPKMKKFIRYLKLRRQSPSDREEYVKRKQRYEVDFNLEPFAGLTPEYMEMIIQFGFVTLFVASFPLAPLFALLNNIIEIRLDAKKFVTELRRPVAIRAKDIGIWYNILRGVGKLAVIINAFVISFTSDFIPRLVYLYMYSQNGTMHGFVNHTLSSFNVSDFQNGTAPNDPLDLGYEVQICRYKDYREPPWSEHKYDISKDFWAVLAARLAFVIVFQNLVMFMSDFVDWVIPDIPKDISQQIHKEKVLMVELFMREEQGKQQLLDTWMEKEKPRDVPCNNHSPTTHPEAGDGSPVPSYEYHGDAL
MrgX1 allo act – allosterically activates human MrgX1 receptor signaling; MrgX1-HEK293, Fluo-4 calcium flux, FDSS; active compounds read high; B-score at 10 µM; 310,000 tested, 0.63% active; AID 588675;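 active = plate-corrected calcium response at least 3 library SD above typical, normal starting fluorescence, not activating the receptor alone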;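 also: compound read alongside a low EC10 to EC30 dose of BAM8-22 agonist; peak minus trough fluorescence over baseline measured at the second addition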
TRPC4 act – TRPC4 (mouse) channel activation. Q9QUQ5. HEK293 TRPC4beta/mu-opioid, Fluo4 calcium fluorescence; active compounds read high. B-score at 10 µM. 310,000 tested, 0.49% active;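 active = B-score above 5 SD of library B-scores, and initial fluorescence ratio not above library mean plus 5 SD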;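 also: positive B-score marks a calcium rise read as TRPC4 activation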
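system = HEK293 cells stably co-expressing mouse TRPC4beta and mu-opioid receptor | schedule = Fluo4 dye loading 45 min at room temperature, 110 s recording | measure = B-scored integrated calcium fluorescence ratio | signal = Fluo4 calcium-sensitive dye fluorescence, kinetic, 1 Hz baseline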
TMEM16A inh – mouse TMEM16A channel inhibition, primary screen; Q8BHY3; HEK293 TMEM16A/YFP iodide influx fluorescence, ionomycin; normalized B-score (activity score, 25-100; higher = stronger inhibition) at 10 µM; 310,000 tested, 1.2% active; AID 588511;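 active = ratio plate-corrected score three or more library SD toward inhibition, starting fluorescence score within five deviations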;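 also: score derived from kinetic fluorescence span divided by baseline fluorescence per well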
TRPC4 PAM – allosteric potentiators of mouse TRPC4 channel; HEK293 TRPC4beta/mu-opioid, DAMGO EC20, Fluo-4 Ca2+ flux; active compounds read high; Q9QUQ5; 310,000 tested, 0.42% active; AID 2227; B-score at 10 µM;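 active = B-score of calcium response area above 5 SD of library B-scores, with initial fluorescence ratio within 5 SD of library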;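 also: B-score of integrated fluorescence ratio over time as area under calcium response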
TRPC6 inh – mouse TRPC6 channel inhibition | B-score at 10 µM | AID 2553 | HEK293-TRPC6, membrane potential dye, ACh-evoked depolarization; active compounds read low | 310,000 tested, 1.1% active | Q61143;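 active = B-score under library mean minus 3 SD, initial fluorescence not abnormally high, positive integrated signal ratio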;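 also: B-score derived from integrated fluorescence ratio over the kinetic read; more negative B-score means stronger inhibition of depolarization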
Numbers without * were called inactive; i = inactive; . = not tested or not shown.

SMILES	SKKanGAS inh	MrgX1 antagonist	TRPC6 act	TRPC4 block	MrgX1 ag	TMEM16A act	MrgX1 allo act	TRPC4 act	TMEM16A inh	TRPC4 PAM	TRPC6 inh
O=C(COC(=O)C1CC(=O)N(Cc2ccccc2)C1)Nc1ccccc1F (stereo not given)	-9.2	i	i	i	i	i	i	i	i	i	i
CCCCn1c(N)c(Sc2ccccc2[N+](=O)[O-])c(=O)[nH]c1=O	-9.1	i	i	i	i	i	i	i	i	i	i
CN1CCN(C(=O)N2CCNC2=O)CC1	-7.7	i	i	i	i	i	i	i	i	i	i
CCN(CC)S(=O)(=O)c1cccc(-c2cn3cc(C)ccc3n2)c1	-1.4	i	i	i	i	i	i	i	i	i	i
COC(=O)c1cc(S(=O)(=O)NCCc2ccc(SC)cc2)c[nH]1	-11.9	i	i	i	i	i	i	i	i	i	i
O=C(NCCNC1CCN(Cc2ccccc2)CC1)c1cccs1	-2.0	i	i	i	i	.	i	i	i	i	i
COC(=O)C1=C(C)N(CCCC(=O)O)C(=O)NC1c1ccccc1Cl (stereo not given)	1.3	i	i	i	i	i	i	i	i	i	i
COc1ccccc1NC(=S)NC(C)=O	-16.5	i	i	i	i	i	i	i	i	i	i
CC(=O)NS(=O)(=O)c1ccc(N)cc1	-7.4	i	i	i	i	i	i	i	i	i	i
O=C(Nc1ccc(S(=O)(=O)Nc2nccs2)cc1)C1=NN(c2ccccc2)C(=O)CC1	-2.5	i	i	i	i	i	i	i	i	i	i
NC1=NC(=O)/C(=C/c2cc(Br)c(O)c(Br)c2)S1	2.7	i	i	i	i	i	i	i	i	i	i
CCn1c(-c2csc3c2CCCC3)n[nH]c1=S	3.6	i	i	i	i	i	i	i	i	i	i
Nc1[nH][nH]c(=O)c1N=Nc1ccc2c(c1)OCO2	-9.4	i	i	i	i	i	i	i	i	i	i
O=C(CSc1n[nH]c(-c2ccccc2)n1)c1ccc(O)c(O)c1	4.9	i	i	i	i	i	i	i	i	i	i
CCN(CC(=O)NCc1ccc(F)cc1)CC(=O)Nc1ccc(S(=O)(=O)N2CCCC2)cc1	-0.4	i	i	i	i	i	i	i	i	i	i
Cc1ccc(-n2c(Cc3cccn3C)nnc2SCC(=O)Nc2ccc3c(c2)OCO3)cc1	-4.6	i	i	i	i	i	i	i	i	i	i
COc1nc(OC)nc(N2CCC(C(=O)NC3CC3)CC2)n1	0.9	i	i	i	i	i	i	i	i	i	i
Cc1cccc(NC(=O)Cn2nc([N+](=O)[O-])c(Br)c2C)n1	-6.8	i	i	i	i	i	i	i	i	i	i
COc1ccc(S(=O)(=O)CCC(=O)NCCc2cccc(C)c2)cc1	-5.1	i	i	i	i	i	i	i	i	i	i
CCOCCn1c(CCCO)nc2ccccc21	0.6	-11*	i	i	i	i	i	i	i	i	i

Reformatted with values under each structure: entries from further up
Under each structure: SKKanGAS inh, MrgX1 antagonist, TRPC6 act, TRPC4 block, MrgX1 ag, TMEM16A act, MrgX1 allo act, TRPC4 act, TMEM16A inh, TRPC4 PAM, TRPC6 inh
COC(=O)C1=C(C)N(CCCC(=O)O)C(=O)NC1c1ccccc1Cl (stereo not given)
    1.3, i, i, i, i, i, i, i, i, i, i
COc1ccccc1NC(=S)NC(C)=O
    -16.5, i, i, i, i, i, i, i, i, i, i

The results go on.
SMILES	SKKanGAS inh	MrgX1 antagonist	TRPC6 act	TRPC4 block	MrgX1 ag	TMEM16A act	MrgX1 allo act	TRPC4 act	TMEM16A inh	TRPC4 PAM	TRPC6 inh
O=C(CSc1ncn[nH]1)c1ccco1	-1.5	i	i	i	i	i	i	i	i	i	i
CCCn1nnnc1NCc1cccc(OC)c1OC	8.3	i	i	i	i	i	i	i	i	i	i
O=C(Nc1ccc(-c2nc3ccccc3o2)cc1)C1CCCO1 (stereo not given)	1.9	i	i	i	i	i	i	i	i	i	i
O=C(c1cc2ccccc2[nH]1)N(Cc1cccnc1)CC1CCCN(C2CCCCC2)C1 (stereo not given)	-0.5	i	i	i	i	i	i	i	i	i	i
COc1ccc(NC2CCCN(C(=O)c3csc(C(C)C)n3)C2)cc1 (stereo not given)	-4.1	i	i	i	i	i	i	i	i	i	i
CCCN1C(=O)c2cc(C(=O)Nc3ccccc3OC)ccc2C1Nc1ccccc1OC (stereo not given)	15.5	i	i	i	i	i	i	i	i	i	i
NC(=O)C1CCN(S(=O)(=O)c2cccc(S(=O)(=O)N3CCCCC3)c2)CC1	-16.3	i	i	i	i	i	i	i	i	i	i
O=[N+]([O-])c1ccccc1S(=O)(=O)Nc1ncccn1	0.9	i	i	i	i	i	i	i	i	i	i
O=C(Cc1ccccc1)NN1C(=O)/C(=C/c2ccccc2C(=O)O)SC1=S	-3.7	i	i	i	i	i	i	i	i	i	i
CC1(C)Cc2cccc(OCC(=O)OCC(=O)NCc3ccccc3)c2O1	-0.5	i	i	i	i	i	i	i	i	i	i
C/C(=N\NC(=O)C12CCC(C)(C(=O)O1)C2(C)C)c1ccccc1O (stereo not given)	3.4	i	i	i	i	i	i	i	i	i	i
CSc1cccc(NC(=O)c2cnccn2)c1	-5.5	i	i	i	i	i	i	i	i	i	i
COc1ccc(C(=O)N2N=C(c3cccs3)CC2c2ccccc2O)cc1 (stereo not given)	-3.0	i	i	i	i	i	i	i	i	i	i
Cn1cc(/C=C/C(=O)N2CCCC(C(=O)c3cccc4ccccc34)C2)cn1 (stereo not given)	-5.0	i	i	i	i	i	i	i	i	i	i
CC(=O)Nc1ccc(Oc2nc(-c3ccccn3)nc3ccccc23)cc1	2.7	i	i	i	i	i	i	i	i	i	i
Cc1ccc(NC(=O)CNCC2CCCCC2)cc1S(=O)(=O)N(C)C	6.6	i	i	i	i	i	i	i	i	i	i
Cc1ccc(NC(=O)CCn2nnc3ccccc32)c(C)c1	-1.6	i	i	i	i	i	i	i	i	i	i
O=C(N/N=C/c1cccnc1)c1cc2c(ccc3ccccc32)o1	-4.8	i	i	i	i	i	i	i	i	i	i
COc1cc2sc3ccc(-c4ccc(N(C)C)nc4)cc3c(=O)c2cc1OC	9.2	i	i	i	i	.	i	i	i	i	i
Cc1cccc(N2C(=O)C(Cc3ccccc3)NC2=S)c1 (stereo not given)	1.5	i	i	i	i	i	i	i	i	i	i
CC(C)C(=O)NC(=S)NCC(=O)c1ccccc1	1.9	i	i	i	i	i	i	i	i	i	i
CC(=O)Nc1c(-c2ccccc2Cl)c(=O)c2ccccc2n1C	4.1	i	i	i	i	i	i	i	i	i	i
CC1(c2ccc([N+](=O)[O-])c(CS(=O)(=O)c3ccccc3)c2)OCCO1	1.9	i	i	i	i	i	i	i	i	i	i
NC(=O)C1CCCN(Cc2ccc3ccccc3c2)C1 (stereo not given)	-2.4	i	i	i	i	i	i	i	i	i	i
CC(=O)Nn1c(-c2ccccc2)cc2ccccc21	-5.3	i	i	i	i	i	i	i	i	i	i
COCCN(C(=O)C1CCCC1)c1c(N)n(Cc2ccccc2)c(=O)[nH]c1=O	-0.4	i	i	i	i	i	i	i	i	i	i
Cc1cc(N/C=C(\C#N)S(=O)(=O)c2ccc(Cl)cc2)nc(C)n1	4.2	i	i	i	i	i	i	i	i	i	i
COc1ccc(CC(=O)Nc2nc(C)cs2)cc1OC	.	i	.	.	i	i	i	.	i	.	.
CCc1cc(=O)oc2c(C)c(OCC(=O)NCCN3CCOCC3)ccc12	-6.5	i	i	i	i	i	i	i	i	i	i
COc1cccc(Cn2nc3c4cc(F)ccc4n(Cc4ccc(F)cc4)cc-3c2=O)c1	-1.6	i	i	i	i	i	i	i	i	i	i
CC(=O)c1cccc(NC(=S)Nc2ccc(F)cc2)c1	2.5	i	i	i	i	i	i	i	i	i	i
CCCCCOCC1CC(C/C(C)=N/NC(N)=O)(C(=O)OCC)C(=O)O1 (stereo not given)	2.5	i	i	i	i	i	i	i	i	i	i
Cc1ccc(CNC(=O)CSc2nc(=O)n3cccc(C)c3n2)cc1	-6.2	i	i	i	i	i	i	i	i	i	i
CCOc1ccc(S(=O)(=O)NC2CCCCCC2)cc1	4.2	i	i	i	i	i	i	i	i	i	i
C[n+]1cccc2ccc3c(c21)OC(N)=C(C#N)C3c1ccccc1 (stereo not given)	5.4	i	i	i	i	i	i	i	i	i	-9.16*
CN(CC(=O)Nc1ccc(S(=O)(=O)N(C)C)cc1)Cc1ccc(C(F)(F)F)cc1	0.0	i	i	i	i	i	i	i	i	i	i
Cc1ccnc(-n2c(C)cc(/C=N/NC(=O)COc3cccc4cccnc34)c2C)c1	3.6	i	i	i	i	i	i	i	i	i	i
c1ccc(C(CN2CCOCC2)c2ccccc2)cc1	4.0	i	i	i	i	i	i	i	i	i	i
CCCSc1cc(=O)n(-c2ccc(F)cc2)nc1C(=O)OCC	-11.6	i	i	i	i	i	i	i	i	i	i
Cc1ccc(C(c2nnnn2Cc2cccs2)N2CCN(C(=O)c3ccco3)CC2)cc1 (stereo not given)	-3.2	i	i	i	i	i	i	i	i	i	i
CCCCN(C(=O)CSCC(=O)Nc1ccc(OC)cc1)c1c(N)n(CCC)c(=O)[nH]c1=O	-5.7	i	i	i	i	i	i	i	i	i	i
COCCn1c(C)cc(C(=O)CSc2nncn2-c2ccccc2)c1C	2.9	i	i	i	i	i	i	i	i	i	i
O=C(Nc1c(O)c2ccccc2[nH]c1=O)c1ccco1	2.2	i	i	i	i	i	i	i	i	i	i
Cc1cc(C)n(-c2ccc(S(=O)(=O)N3CCCC3)cc2[N+](=O)[O-])n1	-4.6	i	i	i	i	i	i	i	i	i	i
Cc1cccc(C(=O)NC(=S)N2CCN(C)CC2)c1	1.1	i	i	i	i	i	i	i	i	i	i
COc1ccc(NC(C)C(=O)N/N=C/c2ccccc2OCc2cccc(Br)c2)cc1 (stereo not given)	25.3	i	i	i	i	i	i	i	i	i	i
Cc1ccc(C(C(=O)NC(C)(C)C)N(Cc2cccnc2)C(=O)C(=O)NC2CCCCC2)o1 (stereo not given)	-12.1	i	i	i	i	i	i	i	i	i	i
Cc1ccc(S(=O)(=O)C(C#N)c2nc3ccccc3nc2N2CCCC2)cc1 (stereo not given)	18.9	i	i	i	30.1*	i	i	i	i	i	i
